Screening results deposited in PubChem BioAssay by Broad Institute.
p53 PUMA act – re-activators of the mutant p53 pathway; AID 624151; hit rate 1.5% among 28,000; SW480 PUMA-promoter luciferase, p53 mutant reactivation; activation, % at 9.98 µM; in the data active means activation above about 52%
STK33 kin inh – blocks human STK33 kinase activity | ADP-Glo luminescence, MBP substrate | inhibition, % at 12.5 µM | hit rate 0.44% among 27,000 | AID 2322; in the data active means inhibition above about 20%
Target sequence (Q9BYT3 whole entry, looked up): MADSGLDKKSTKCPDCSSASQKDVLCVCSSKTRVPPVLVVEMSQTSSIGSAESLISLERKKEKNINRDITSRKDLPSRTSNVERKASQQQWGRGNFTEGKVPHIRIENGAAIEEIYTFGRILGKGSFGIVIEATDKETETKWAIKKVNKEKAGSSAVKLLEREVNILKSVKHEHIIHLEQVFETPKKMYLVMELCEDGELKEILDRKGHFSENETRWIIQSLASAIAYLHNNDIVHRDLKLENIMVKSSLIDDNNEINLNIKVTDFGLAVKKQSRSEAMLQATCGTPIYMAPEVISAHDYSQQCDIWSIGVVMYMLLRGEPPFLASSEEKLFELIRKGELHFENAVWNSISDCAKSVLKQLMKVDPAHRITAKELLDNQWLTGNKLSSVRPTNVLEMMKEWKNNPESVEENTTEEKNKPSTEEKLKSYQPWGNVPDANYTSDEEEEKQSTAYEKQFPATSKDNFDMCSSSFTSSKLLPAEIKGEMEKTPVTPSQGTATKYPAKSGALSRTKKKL
Numbers without * were called inactive; . = no result given. Only part of the results is shown. The share of hits here may be higher or lower than overall.

compound	p53 PUMA act	STK33 kin inh
C[C@H]1CN([C@@H](C)CO)C(=O)Cc2cc(NS(=O)(=O)c3ccccc3)ccc2O[C@H]1CN(C)C(=O)NC1CCCCC1	2.0	0.5
C=CCN1C(=O)[C@@]2(Cc3ccccc3)N=C(c3ccc(OCCCO)cc3)O[C@H]2c2ccccc21	.	-2.2
CCn1c(SCC(=O)c2cc(OC)ccc2OC)nnc1-c1ccncc1	3.2	1.7
COC(=O)c1cccc(NC(=O)C(C(C)C)N2C(=O)c3ccccc3C2=O)c1 (centres undefined)	4.6	-1.9
COC(=O)c1ccccc1NC(=O)CN(C)S(=O)(=O)c1cc(Cl)ccc1Cl	7.2	1.1
O=C(CN1C(=O)C2C3C=CC(C4CC34)C2C1=O)NCc1ccco1 (centres undefined)	7.6	-0.4
Cc1ccc2nc(-c3cccc(Br)c3)cc(C(=O)NCc3cccnc3)c2c1	57.5*	-1.7
CC(=O)c1cccc(NC(=O)CN2C(=O)COc3ccc(Cl)cc32)c1	-7.5	1.4
O=c1c(O[C@@H]2OC[C@H](O)[C@H](O)[C@H]2O)c(-c2ccc(O)cc2)oc2cc(O)cc(O)c12	-2.5	3.1
Cc1noc(C)c1S(=O)(=O)N(C)C[C@@H]1OCCCC[C@@H](C)Oc2ccc(NC(=O)CCCN(C)C)cc2C(=O)N([C@@H](C)CO)C[C@H]1C	-0.6	.
CC(=O)Oc1ccc(C(=O)N(C(=O)c2ccc(OC(C)=O)cc2)c2cc(C)ccn2)cc1	6.9	.
O=c1[nH]c(SCc2ccccc2[N+](=O)[O-])nc2ccccc12	9.6	-4.2
Cc1noc(C)c1S(=O)(=O)Nc1ccc2c(c1)CC(=O)N([C@H](C)CO)C[C@@H](C)[C@H](CN(C)C(=O)Nc1ccc(C(F)(F)F)cc1)O2	2.4	-0.2
CNC[C@@H]1OCCCC[C@@H](C)Oc2ccc(NS(=O)(=O)c3c(C)noc3C)cc2C(=O)N([C@H](C)CO)C[C@H]1C	7.3	.
C[C@@H]1CN([C@H](C)CO)C(=O)c2cc(NC(=O)Nc3cccc4ccccc34)ccc2O[C@@H]1CN(C)C(=O)NC1CCCCC1	-1.7	.
C[C@@H]1CN([C@@H](C)CO)C(=O)c2cc(NC(=O)CCC(F)(F)F)ccc2O[C@@H](C)CCCCO[C@@H]1CN(C)C	4.0	.
Cc1ccc(S(=O)(=O)Nc2ccc3c(c2)C(=O)N([C@H](C)CO)C[C@H](C)[C@H](CN(C)S(=O)(=O)c2ccc(F)cc2)OCCCC[C@@H](C)O3)cc1	.	-9.5
C[C@@H]1CN([C@H](C)CO)C(=O)c2cc(NS(=O)(=O)c3cn(C)cn3)ccc2O[C@H]1CN(C)Cc1ccccc1	11.6	.
COc1cccc(S(=O)(=O)N(C)C[C@@H]2Oc3ncc(C#CCC(C)C)cc3C(=O)N([C@@H](C)CO)C[C@@H]2C)c1	9.6	.
CNC[C@H]1Oc2ccc(NC(=O)Nc3cccc4ccccc34)cc2CC(=O)N([C@H](C)CO)C[C@H]1C	-6.8	.
C[C@@H]1CN([C@@H](C)CO)C(=O)CCCn2nncc2CO[C@H]1CN(C)S(=O)(=O)c1cccc(F)c1	.	-0.2
Cc1noc(C)c1NC(=O)N(C)C[C@@H]1OCCCC[C@H](C)Oc2ccc(NS(=O)(=O)c3cn(C)cn3)cc2C(=O)N([C@@H](C)CO)C[C@@H]1C	0.1	.
CNC[C@H]1Oc2ccc(NC(=O)CCC(F)(F)F)cc2C(=O)N([C@@H](C)CO)C[C@@H]1C	8.0	-1.1
C[C@@H]1CN([C@@H](C)CO)C(=O)Cc2cc(NC(=O)Nc3ccc(F)cc3)ccc2O[C@@H]1CN(C)C(=O)Nc1ccc2c(c1)OCO2	.	-0.6
COc1cc(C(C)=O)cc(OC)c1O	.	2.6
Cc1ccc(-c2nc3ccccc3[nH]2)cc1NC(=O)COc1ccccc1[N+](=O)[O-]	-41.1	9.1
C[C@@H]1CN([C@@H](C)CO)C(=O)c2cc(NC(=O)Nc3cccc4ccccc34)ccc2O[C@H]1CN(C)C(=O)NC1CCCCC1	0.6	-0.9
Clc1ccc(-n2c(SCc3nc4ccccc4[nH]3)nnc2-c2ccncc2)cc1	-7.0	0.0
C[C@@H]1CN([C@@H](C)CO)C(=O)c2cc(-c3cccc(C#N)c3)cnc2O[C@H]1CN(C)C(=O)c1cnccn1	5.0	.
Cc1noc(C)c1NC(=O)N(C)C[C@@H]1Oc2ccc(NS(=O)(=O)c3cn(C)cn3)cc2C(=O)N([C@@H](C)CO)C[C@H]1C	9.2	.
Cc1noc(C)c1S(=O)(=O)Nc1ccc2c(c1)C(=O)N([C@H](C)CO)C[C@H](C)[C@H](CN(C)CC1CCCCC1)OCCCC[C@@H](C)O2	.	2.0
Cc1noc(C)c1NC(=O)Nc1ccc2c(c1)C(=O)N([C@@H](C)CO)C[C@H](C)[C@@H](CN(C)C(=O)Nc1c(C)noc1C)O2	7.0	.
COc1ccc(CN(C)C[C@H]2Oc3ccc(NC(=O)CCC(F)(F)F)cc3CC(=O)N([C@@H](C)CO)C[C@H]2C)cc1	.	3.0
COc1ccccc1NC(=O)COc1ccc(C(=O)Nc2cccc(C(F)(F)F)c2)cc1	15.2	-0.5
Cc1cc(Cl)cc(Cl)c1OCC(=O)Nc1ccccc1[N+](=O)[O-]	10.0	0.6
COC(=O)c1ccc(CSc2n[nH]c(-c3ccccc3OC)n2)o1	-13.9	2.2
O=C(/C=C/c1c(C(=O)O)[nH]c2cc(Cl)cc(Cl)c12)Nc1ccccc1	5.5	.
C[C@H]1CN([C@@H](C)CO)C(=O)c2cc(C#Cc3ccccn3)cnc2O[C@H]1CN(C)Cc1cccnc1	18.7	.
Cc1cc(C)c2nc(-c3cccnc3)cc(C(=O)Nc3c(C)nn(Cc4ccccc4C)c3C)c2c1	-33.3	-1.8
CC(C)NC(=O)Nc1ccc2c(c1)C(=O)N([C@@H](C)CO)C[C@@H](C)[C@H](CN(C)S(=O)(=O)c1ccc(Cl)cc1)OCCCC[C@@H](C)O2	-12.6	.
C[C@H]1CN([C@@H](C)CO)S(=O)(=O)c2ccc(C#Cc3ccncc3)cc2O[C@@H]1CN(C)C(=O)C1CCOCC1	28.1	.
C[C@H](CO)N1C[C@H](C)[C@@H](CN(C)Cc2cccc(C(F)(F)F)c2)OCc2cnnn2CCCC1=O	.	0.3
C[C@H]1CN([C@@H](C)CO)C(=O)Cc2cc(NS(=O)(=O)c3ccccc3)ccc2O[C@@H]1CN(C)Cc1ccc2c(c1)OCO2	-3.8	10.6
COc1ccc(C#Cc2cnc3c(c2)C(=O)N([C@H](C)CO)C[C@H](C)[C@H](CN(C)S(=O)(=O)c2cccc(F)c2)O3)cc1OC	.	-1.4
O=C(C[C@H]1C[C@@H]2c3cc(NC(=O)NC4CCCC4)ccc3O[C@@H]2[C@@H](CO)O1)NCc1ccc(Cl)cc1	6.8	.
Cc1noc(C)c1S(=O)(=O)Nc1ccc2c(c1)C(=O)N([C@H](C)CO)C[C@H](C)[C@H](CN(C)C(=O)NC1CCCCC1)O2	5.8	.
C[C@@H]1CN([C@@H](C)CO)S(=O)(=O)c2ccc(/C=C/c3ccccc3)cc2O[C@H]1CN(C)C(=O)Nc1cccc(F)c1	-55.0	.
Cc1cc(NC(=O)CSc2nc3ccccc3[nH]2)ccc1Br	39.7	6.0
C[C@H](CO)N1C[C@H](C)[C@H](CN(C)Cc2ccc3c(c2)OCO3)Oc2c(NC(=O)c3ccncc3)cccc2C1=O	0.6	.
COc1ccc(Cl)cc1NC(=O)CN(C)S(=O)(=O)c1cc(C)ccc1OC	16.3	-2.7
C[C@@H]1CN([C@@H](C)CO)C(=O)CCCn2nncc2CO[C@@H]1CN(C)S(=O)(=O)c1ccccc1F	.	2.0
C[C@H]1CN([C@@H](C)CO)C(=O)c2cc(-c3cccnc3)cnc2O[C@@H]1CN(C)C(=O)C1CCOCC1	4.6	.
C[C@H]1CN([C@@H](C)CO)C(=O)CCCn2cc(nn2)CO[C@@H]1CN(C)S(=O)(=O)c1ccc(-n2cccn2)cc1	0.4	0.7
CCC1(CC)Cc2ccccc2-c2[nH]c(=S)n(Cc3ccccc3)c(=O)c21	-10.2	.
C[C@H]1CCCCO[C@@H](CN(C)C(=O)Nc2ccccc2)[C@@H](C)CN([C@@H](C)CO)C(=O)c2cc(NC(=O)c3ccccc3)ccc2O1	6.7	.
C[C@@H]1CN([C@@H](C)CO)C(=O)c2cc(NC(=O)Nc3ccc(C(F)(F)F)cc3)ccc2O[C@H]1CN(C)C(=O)NC1CCCCC1	-21.4	.
C[C@@H]1CCCCO[C@H](CN(C)C(=O)Nc2ccc(C(F)(F)F)cc2)[C@@H](C)CN([C@H](C)CO)C(=O)c2cc(NC(=O)Nc3ccc(F)cc3)ccc2O1	.	0.2
C[C@@H]1CCCCO[C@@H](CN(C)S(=O)(=O)c2ccc(Cl)cc2)[C@@H](C)CN([C@H](C)CO)C(=O)c2cc(NC(=O)CCCN(C)C)ccc2O1	.	-4.5
Cc1noc(C)c1NC(=O)Nc1ccc2c(c1)C(=O)N([C@@H](C)CO)C[C@H](C)[C@H](CN(C)C)O2	-6.3	-1.0
C[C@@H]1CN([C@H](C)CO)C(=O)Cc2cc(NS(=O)(=O)c3ccc(F)cc3)ccc2O[C@@H]1CN(C)C(=O)Nc1ccc(F)cc1	.	0.2

Further results:
compound	p53 PUMA act	STK33 kin inh
C/C=C/c1ccc2c(c1)O[C@H](CN(C)C(=O)Nc1ccc(C(F)(F)F)cc1)[C@@H](C)CN([C@H](C)CO)S2(=O)=O	-58.7	.
CC(=O)c1ccccc1OCC(O)CNC1CCCC1 (centres undefined)	0.4	-0.2
COC(=O)c1cc(OC)c(OC)cc1NC(=S)N1CCC(C(N)=O)(N2CCCCC2)CC1	3.7	1.8
C[C@@H]1CN([C@H](C)CO)C(=O)Cc2cc(NS(=O)(=O)c3ccc(Cl)cc3)ccc2O[C@H]1CN(C)S(=O)(=O)c1ccccc1	.	3.2
Cc1nc(SCC(=O)Nc2ccc(I)cc2)nc2c1CCCC2	16.9	-0.7
O=C(CSc1nc2c(c(C(F)(F)F)n1)CCCC2)Nc1cccc(Cl)c1Cl	4.6	-1.3
CS(=O)(=O)N(CC(=O)Nc1ccccc1-c1ccccc1)c1ccc2c(c1)OCCO2	7.1	-0.1
C[C@@H]1CN([C@@H](C)CO)C(=O)c2cc(NS(=O)(=O)c3cccs3)ccc2O[C@@H]1CN(C)Cc1ccncc1	.	-0.3
C[C@@H]1CN([C@H](C)CO)C(=O)Cc2cc(NC(=O)NC3CCCCC3)ccc2O[C@H]1CN(C)C(=O)Nc1ccc(F)cc1	-3.3	2.1
CC(C)C[C@](O)(C(=O)OCc1ccc(O[C@@H]2O[C@H](CO)[C@@H](O)[C@H](O)[C@H]2O)cc1)[C@H](O)C(=O)OCc1ccc(O[C@@H]2O[C@H](CO)[C@@H](O)[C@H](O)[C@H]2O)cc1	1.2	-2.7
Cc1ccc(OCCn2cncn2)c([N+](=O)[O-])c1	0.0	-4.5
C[C@H](CO)N1C[C@H](C)[C@H](CN(C)Cc2ccc(Oc3ccccc3)cc2)Oc2ccc(N(C)C)cc2CC1=O	.	3.0
O=C1C(Cl)=C(NCCN2CCOCC2)C(=O)c2ncccc21	-91.3	.
C[C@H]1CCCCO[C@@H](CN(C)C)[C@@H](C)CN([C@@H](C)CO)C(=O)c2cc(NC(=O)Nc3ccc(F)cc3)ccc2O1	3.5	.
COCC#Cc1cnc2c(c1)C(=O)N([C@@H](C)CO)C[C@H](C)[C@H](CN(C)C(=O)CCN1CCCCC1)O2	12.9	.
C[C@@H]1CCCCO[C@@H](CN(C)C(=O)Nc2cccc3ccccc23)[C@@H](C)CN([C@H](C)CO)C(=O)c2cc(NC(=O)Nc3cccc4ccccc34)ccc2O1	.	7.7
C[C@H]1CN([C@@H](C)CO)C(=O)CCCn2nncc2CO[C@@H]1CN(C)S(=O)(=O)c1ccc(-c2ccccc2)cc1	.	1.4
Cn1c(SCC(=O)Nc2cccc(F)c2)nnc1-c1cc2ccccc2o1	-10.1	2.0
O=C(COc1ccc(Br)cc1)Nc1cccc(-c2nc3ccccc3o2)c1	73.6*	0.0
NS(=O)(=O)c1ccc(CCNC(=O)c2cc(-c3cccnc3)nc3ccc(Br)cc23)cc1	40.9	3.7
COc1cc(C(Nc2ccccn2)c2cc(Cl)c3cccnc3c2O)cc(Br)c1O (centres undefined)	6.3	7.3
O=C(CSc1nc2ccccc2s1)NO	-15.1	3.9
C=C1C(=O)O[C@@H]2/C=C(\CO)CCC/C(C)=C/[C@H](O)C12 (some centres undefined)	4.0	-3.2
COc1ccc(C)cc1S(=O)(=O)N(C)CC(=O)O	5.4	-0.1
Cc1noc(C)c1S(=O)(=O)Nc1ccc2c(c1)CC(=O)N([C@@H](C)CO)C[C@H](C)[C@H](CN(C)Cc1ccc(Oc3ccccc3)cc1)O2	.	0.9
COc1ccc(NC(=O)Nc2ccc3c(c2)C(=O)N([C@H](C)CO)C[C@@H](C)[C@@H](CN(C)S(=O)(=O)c2ccc(OC)cc2)O3)cc1	-7.3	.

4 compounds from above, arranged by heavy-atom count, largest number first.
compound	p53 PUMA act	STK33 kin inh
COc1ccc(NC(=O)Nc2ccc3c(c2)C(=O)N([C@H](C)CO)C[C@@H](C)[C@@H](CN(C)S(=O)(=O)c2ccc(OC)cc2)O3)cc1	-7.3	.
NS(=O)(=O)c1ccc(CCNC(=O)c2cc(-c3cccnc3)nc3ccc(Br)cc23)cc1	40.9	3.7
C=C1C(=O)O[C@@H]2/C=C(\CO)CCC/C(C)=C/[C@H](O)C12 (some centres undefined)	4.0	-3.2
O=C(CSc1nc2ccccc2s1)NO	-15.1	3.9
